Screening data deposited in PubChem by several laboratories.
RmlCD inh 1536: M. tuberculosis RmlC/RmlD coupled enzyme inhibitors, primary screen, biochemical, compound mixtures, 384-well, from 1536-well plates. RmlC+RmlD coupled enzyme assay, percent inhibition; primary screen in compound mixtures. AID 1533, 2009. 160,000 tested, 0.03% active. inhibition, % at 3.6 µM; in the data active = inhibition mostly above about 34%, no sharp cut-off; inconclusive = no clear call, values can overlap the other calls; inactive = mostly below about 22%; also: some results filed as inactive read as strong as hits
Target sequence (P9WH09 whole entry, looked up): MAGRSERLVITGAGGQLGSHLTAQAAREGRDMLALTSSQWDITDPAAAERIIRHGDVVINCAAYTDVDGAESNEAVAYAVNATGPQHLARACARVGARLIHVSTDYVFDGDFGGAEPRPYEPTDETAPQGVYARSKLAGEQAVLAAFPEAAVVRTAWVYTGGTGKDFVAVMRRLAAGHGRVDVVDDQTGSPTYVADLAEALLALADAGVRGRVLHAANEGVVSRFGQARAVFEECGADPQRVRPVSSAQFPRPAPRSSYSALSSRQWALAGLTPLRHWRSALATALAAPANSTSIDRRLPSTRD
Target sequence (P9WH11 whole entry, looked up): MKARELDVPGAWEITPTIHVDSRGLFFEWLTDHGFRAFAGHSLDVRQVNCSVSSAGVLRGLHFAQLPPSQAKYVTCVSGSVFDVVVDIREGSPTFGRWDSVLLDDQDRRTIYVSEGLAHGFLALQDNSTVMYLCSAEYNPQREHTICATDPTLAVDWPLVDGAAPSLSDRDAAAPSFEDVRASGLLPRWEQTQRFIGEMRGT
GlmU inhibition: inhibition of mycobacterial GlmU enzyme – biochemical, glucosamine-1-phosphate acetyltransferase (AID 1376). Bifunctional protein GlmU (Mycobacterium tuberculosis (strain ATCC 25618 / H37Rv)). M. tuberculosis GlmU acetyltransferase enzyme assay; higher % means a stronger effect. inhibition, %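 (tested at 30 µM in the primary screen)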; hits with a dose series show IC50 in µM. 220,000 tested, 0.25% active; in the data active = inhibition above about 13%; inconclusive = no clear call, values can overlap the other calls;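 also: 0% = complete reaction with vehicle and 100% = reaction without substrate; strong numbers were not always called active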
* = called active by the depositor; ? = inconclusive; nt = not tested or not shown; & = joins results of further samples.

| molecule | RmlCD inh 1536 | GlmU inhibition |
| --- | --- | --- |
| Cc1nc(NCC2CCCO2)nc2c1C(=O)CC(C)(C)C2 (stereo unspecified) | 10.1 | 4.3% |
| CCn1c2ccccc2c2cc(NC(=O)Nc3ccc([N+](=O)[O-])cc3C)ccc21 | 14.1 | 0.4% |
| CCC1=NN(C(=O)Cc2ccc(OC)cc2)C(O)(C(F)(F)F)C1 (stereo unspecified) | 8.7 | 0.8% |
| O=C(c1ccc(Cl)cc1)C1CCCN(Cc2ccon2)C1 (stereo unspecified) | -9.7 | 4.8% |
| O=C(COC(=O)COc1ccccc1)Nc1ccccc1OC(F)F | -4.6 | -8.1% |
| COc1ccc(CNc2nc(SCc3cc(=O)n4cc(Cl)ccc4n3)nc3ccccc23)cc1 | ? | 0.0% |
| N=c1sccn1CC(=O)Nc1cc(S(=O)(=O)N2CCCC2)ccc1Cl | -3.7 | 5.2% |
| O=[N+]([O-])c1cccc(CSc2nnc(Cc3ccccc3)n2-c2ccc(F)cc2)c1 | nt | -1.1% |
| N/C(CSc1ccc(Cl)cc1)=N\NC(=O)c1ccncc1 | 11.0 | 1.4% |
| CC(=O)NNC(=O)c1nc(-c2ccccc2)c(C)o1 | -10.0 | -5.3% |
| CCCNC(=O)Cn1nc([N+](=O)[O-])c([N+](=O)[O-])c1C | nt | 3.7% |
| CCn1c(=O)c(C(=O)Nc2ncccc2C)c(O)c2ccccc21 | 1.2 | 2.6% |
| CC(C)(O)C(=O)NN(C(=O)c1ccccc1)c1ccc2ccccc2c1 | -1.1 | 0.6% |
| CCN=C1SC(CC(=O)NCCc2ccc(OC)cc2)C(=O)N1CC (stereo unspecified) | nt | 0.5% |
| Cc1ccc(NS(=O)(=O)c2ccc(NC(=O)c3cccc(NC(=O)C(C)C)c3)cc2)cc1 | 11.3 | 2.6% |
| COc1ccc(CCNC(=O)Cn2cnc3c(cnn3-c3ccccc3Cl)c2=O)cc1OC | 16.4 | -2.9% |
| Cc1ccc(Cn2ccc(NC(=O)c3nn(C)cc3[N+](=O)[O-])n2)cc1 | nt | -3.6% |
| N#CC1=C(N)N=C(SCc2cccc3ccccc23)C(C(N)=O)C12CCCCC2 (stereo unspecified) | 3.7 | -0.6% |
| CC1CN(CCOc2ccccc2[N+](=O)[O-])CC(C)O1 (stereo unspecified) | -3.4 | -4.1% |
| Cc1ccc(Nc2nc(N)nc(CSc3nccn3C)n2)cc1 | nt | -0.7% |
| Cc1ccc(/C=N/N=C2/NC(=O)C(CC(=O)N3CCOCC3)S2)cc1 (stereo unspecified) | ? | 1.7% |
| CCCc1nnc(NC(=O)C2CCCO2)s1 (stereo unspecified) | 9.9 | -0.9% |
| Cc1ccc(-c2csc3ncnc(Nc4ccc(N5CCOCC5)cc4)c23)cc1 | 0.1 | 1.0% |
| COc1ccc(OCc2nnc(SC(C)C(=O)Nc3nccs3)n2-c2ccccc2)cc1 (stereo unspecified) | 11.0 | 4.3% |

Part of the list above, reformatted.
N#CC1=C(N)N=C(SCc2cccc3ccccc23)C(C(N)=O)C12CCCCC2 (stereo unspecified)
  RmlCD inh 1536: 3.7
  GlmU inhibition: -0.6%
Cc1ccc(/C=N/N=C2/NC(=O)C(CC(=O)N3CCOCC3)S2)cc1 (stereo unspecified)
  RmlCD inh 1536: ?
  GlmU inhibition: 1.7%
Cc1ccc(Cn2ccc(NC(=O)c3nn(C)cc3[N+](=O)[O-])n2)cc1
  RmlCD inh 1536: nt
  GlmU inhibition: -3.6%

(cont.)
| molecule | RmlCD inh 1536 | GlmU inhibition |
| --- | --- | --- |
| COc1ccccc1Nc1nc(C)cs1 | -9.2 | -2.0%&5.0% |
| COc1cccc(C(=O)NC(=S)Nc2nnn(C)n2)c1 | 8.0 | 6.2% |
| Cc1nc(NC(=O)COc2ccccc2)sc1C(=O)Nc1cccc(Cl)c1 | nt | 2.0% |
| CC(=O)Nc1sc2c(c1C#N)CCCCC2 | -2.0 | 3.8% |
| Clc1c(CSc2nc3ccccc3o2)nc2sccn12 | -11.8 | 2.4% |
| CSc1nc(Cc2ccc(Cl)cc2)nc2ccccc12 | 7.8 | 0.2% |
| Cc1cccc(CCNC(=O)CCc2nnc(CCc3ccccc3)o2)n1 | 5.7 | 3.6% |
| Cc1cc(C)nc(SCc2csc(N)n2)n1 | nt | 2.0% |
| COC(=O)CSCC(=O)Nc1cc2c(cc1C(C)=O)OCO2 | 0.6 | -1.5% |
| O=C(Nc1ccccc1)Nc1ccc(Cl)c(S(=O)(=O)N2CCOCC2)c1 | -2.8 | -4.8% |
| O=C(O)c1ccccc1C(=O)N1CCN(c2ccccc2)CC1 | nt | -5.0% |
| CCN(C(=O)COC(=O)c1cc(-c2ccc(C)o2)nc2ccccc12)C1CCS(=O)(=O)C1 (stereo unspecified) | nt | -6.8% |
| COc1ccc(C(=O)Nc2oc(-c3ccccc3)c(-c3ccccc3)c2C#N)cc1 | nt | 0.5% |
| COc1ccc(C(NC(=O)c2cccnc2)c2cc(Cl)c3cccnc3c2O)cc1OC (stereo unspecified) | nt | 5.0% |
| COc1ccc(C2=NOC(C(=O)Nc3cc(C)on3)C2)cc1 (stereo unspecified) | -11.2 | 2.8% |
| CCOC(=O)c1ccc(NC(=O)C2=C(C)Nc3nc(CCCO)nn3C2c2ccc(OC)cc2)cc1 (stereo unspecified) | -8.6 | -3.9% |
| COc1cccc2[nH]c3c(N4CC(C)CC(C)C4)ncnc3c12 (stereo unspecified) | -5.1 | nt |
| CCCCCOC(=O)Nc1nnc(CCCCC)s1 | 5.3 | 2.0% |
| Cc1[nH]c(=O)[nH]c(=O)c1CSCC(=O)OCC(=O)Nc1ccccn1 | 4.2 | -0.4% |
| O=C(c1ccc([N+](=O)[O-])cc1)N(c1ccccn1)c1ccccn1 | -15.3 | -2.1% |
| COc1cccc(CC(NC(C)=O)C(=O)NC2CCN(c3c4c(nc5ncnn35)CCC4)CC2)c1OC (stereo unspecified) | -11.3 | 3.1% |
| CCc1c(O)c(-c2ccccc2)c(=O)n(-c2ccccn2)c1-c1ccccc1 | -2.7 | 2.4% |
| NC(=O)C1=C[C@@H](c2csc3ccccc23)C[C@@H](OCc2ccc(CO)cc2)O1 | nt | -0.9% |
| O=C(CCCCCN1C(=O)c2ccccc2C1=O)Nc1ccc(F)cc1 | nt | -6.6% |
| Clc1cccc(CON/C=N/c2ncnc3sccc23)c1 | 3.3 | -2.6% |
| FCCCOc1ccc(CN2CCN(c3ccccc3F)CC2)cc1 | 9.0 | -4.4% |
| CCOC(=O)c1c(C)n(C)c2cc(-c3ccc(F)cc3)c(O)cc12 | 0.9 | -2.0% |
| Cc1csc(NC(=O)c2nc3nccc(C)n3n2)n1 | nt | -1.4% |
| O=C(c1ccoc1)N1CCC2(CC1)Oc1ccc(Cl)cc1C(=O)C21CC(c2ccc(Cl)cc2)=NO1 (stereo unspecified) | nt | 2.0% |
| CC1CCCN(c2nc3ccsc3c(=O)s2)C1 (stereo unspecified) | -6.5 | 1.2% |
| CC1CCCN(C(=O)COC(=O)c2n[nH]c3ccccc23)C1 (stereo unspecified) | 1.5 | -1.8% |
| C=CCN1C(=O)C(Cc2ccc(OCC)cc2)S/C1=N\N=C\c1cccs1 (stereo unspecified) | nt | -0.1% |
| CCOC(=O)c1ccccc1NC(=O)c1ccccc1SC | 7.7 | 2.3% |
| COc1ccc(NC(=S)N(CCN(C)C)C(C)c2ccncc2)cc1Cl (stereo unspecified) | nt | 8.5% |
| CCOC(=O)c1ccc2c(c1)N(CC#N)C(=O)C(C)(C)O2 | nt | -2.2% |
| Cn1c(=O)c2cc(S(=O)(=O)N3CCN(c4cccc(C(F)(F)F)c4)CC3)ccc2n(C)c1=O | -1.7 | nt |
| COc1ccccc1NC(=O)N(c1c(N)n(Cc2ccccc2)c(=O)[nH]c1=O)C1CCCC1 | 9.1 | -4.5% |
| COc1ncnc(OC)c1NC(=O)c1ccc(F)cc1 | nt | 8.8% |
| O=C(/C=C/c1ccc(OCc2c(F)cccc2Cl)cc1)N1CCOCC1 | 5.4 | 1.3% |
| CSc1ccc(/C=N/NC(=O)c2cccs2)cc1 | 5.9 | 4.9% |

A draw from above in order of formula weight, high to low:
| molecule | RmlCD inh 1536 | GlmU inhibition |
| --- | --- | --- |
| Cn1c(=O)c2cc(S(=O)(=O)N3CCN(c4cccc(C(F)(F)F)c4)CC3)ccc2n(C)c1=O | -1.7 | nt |
| COc1ccc(NC(=S)N(CCN(C)C)C(C)c2ccncc2)cc1Cl (stereo unspecified) | nt | 8.5% |
| O=C(/C=C/c1ccc(OCc2c(F)cccc2Cl)cc1)N1CCOCC1 | 5.4 | 1.3% |
| CCOC(=O)c1ccc2c(c1)N(CC#N)C(=O)C(C)(C)O2 | nt | -2.2% |

Remaining list, next part
| molecule | RmlCD inh 1536 | GlmU inhibition |
| --- | --- | --- |
| COC(=O)c1ccccc1N/C=C/C(=O)c1ccc(Br)cc1 | 5.8 | 0.8% |
| Cc1noc(C(F)(F)F)c1C(=O)NNC(=O)c1cccc(C(F)(F)F)c1 | 14.6 | 1.6% |
| O=C(NCc1ccc2c(c1)OCO2)c1ccc(NS(=O)(=O)c2ccc3c(c2)OCCO3)cc1 | 9.2 | 4.1% |
| O=C(CCSCc1ccccc1F)N1CCN(c2ccccn2)CC1 | 1.1 | 4.0% |
| CC(C)NC(=O)NC(=O)COC(=O)c1ccc(NC(=O)CC#N)cc1 | -1.9 | -1.2% |
| CCC(C)NC(=O)C1CCN(C(=O)c2ccccc2)CC1 (stereo unspecified) | ? | nt |
| Cc1ccc(S(=O)(=O)N2CCC(C(=O)NCc3cccnc3)CC2)cc1 | 10.1 | -6.7% |
| CCOC(=O)c1[nH]c2ccc(OC)cc2c1NC(=O)CCN1CCSCC1 | nt | 0.8% |
| O=C(NCCN1C(=O)S/C(=C\c2ccccc2)C1=O)C1CCN(S(=O)(=O)c2cccs2)CC1 | 30.6 | 0.6% |
| C=CCc1cccc(/C=N/NC(=O)C(=O)Nc2ccc(C)cc2)c1O | -7.1 | 0.4% |
| COc1cccc(N(C(=O)CCl)C(C(=O)NCCc2ccccc2)c2cccs2)c1 (stereo unspecified) | -15.0 | 1.4% |
| COC(=O)c1ccc(N=c2sc(C(=O)OC)cc(=O)n2C)cc1 | nt | -3.8% |
| O=S(=O)(NCCOc1cccc2cccnc12)c1ccc(F)cc1 | 2.3 | 2.0% |
| Cn1nccc1C(=O)Oc1cccc(/C=N/NC(=O)c2ccccc2O)c1 | -1.8 | 1.3% |
| Cc1ccc(NC(=O)NCC2CCN(Cc3cccc(Cl)c3)CC2)c(Cl)c1 | 10.7 | 0.6% |
| CCCc1c(C)nc2c(Br)cccc2c1Cl | -49.2 | 2.0% |
| COc1ccc(-c2cn3c(C)c(C(=O)Nc4ccncc4)sc3n2)cc1 | 4.9 | -3.6% |
| COc1ccc(NC(=O)c2cc(-c3cccc(OC)c3)on2)cc1 | -9.6 | -4.5% |
| Cc1ccc2[nH]c(=O)c(CN(CC3CCCO3)S(=O)(=O)c3c(C)ccc4nsnc34)cc2c1 (stereo unspecified) | nt | 0.3% |
| Clc1ccc(-c2csc(N3CCN(c4ccccc4)CC3)n2)cc1 | -2.8 | -2.2% |
| CC1CC(C)(C)NC(=S)N1CCCC(=O)Nc1ccc(Cl)cc1 (stereo unspecified) | -13.0 | 0.7% |
| Cn1c(CCC(=O)OCC(=O)NCC(F)(F)F)nc(=O)c2ccccc21 | 4.6 | -2.2% |
| O=C(CCC(=O)OCC(=O)c1ccc([N+](=O)[O-])cc1)NC1CCCCC1 | -3.5 | -1.8% |
| Cc1cccc(-n2cc(C(=O)O)c(=O)cc2C)c1 | -14.7 | nt |
| Cc1ccc(S(=O)(=O)N2CCC(C(=O)NNC(=O)C3CC3)CC2)cc1Cl | -13.5 | 1.5% |
| CN1CCN(c2nc(N3CCN(CCO)CC3)nc3ccccc23)CC1 | 10.1 | -3.9% |
| Oc1ccc(/C=N/Nc2ccc(C(F)(F)F)cn2)cc1 | -0.7 | -1.8% |
| COc1cccc(CN2CCNC(=O)C2CC(=O)NCc2cc(C(C)C)no2)c1 (stereo unspecified) | 0.2 | -3.2% |
| CCOC(=O)C1=C(C)N(C)C(C)=C(C(=O)OCC)C1c1ccc(Cl)cc1 | nt | 1.0% |
| O=C(CCCN1C(=O)/C(=C/c2cccs2)SC1=S)NNC(=O)c1ccccc1O | 16.0 | 5.8% |
| CCN(CC)S(=O)(=O)c1cccc(C(=O)NCCCN2CCOCC2)c1 | -7.6 | -0.8% |
| COc1ccccc1NS(=O)(=O)c1cc(NC(=O)c2ccco2)ccc1N1CCOCC1 | 16.3 | -7.5% |
| CCC(NC(=O)Nc1cc(OC)c(OC)c(OC)c1)(C(F)(F)F)C(F)(F)F | nt | 3.8% |
| CCCCOC(=O)c1ccc(NC(=O)C(=O)NCc2cccnc2)cc1 | 14.5 | 8.4% |
| Cc1cc(C)c2c(N)c(C(=O)N/N=C/c3ccccc3)sc2n1 | -10.0 | 7.6% |
| Nc1c(-c2ccc(Cl)cc2)cnc2ncnn12 | -5.8 | 1.2% |
| C=CCNC(=O)c1ccccc1NS(=O)(=O)c1ccc(SC)cc1 | nt | 2.0% |
| Nc1ccc(-n2nnnc2-c2ccco2)cc1 | 4.3 | nt |
| CCc1ccc(/C=C(/C#N)C(N)=S)s1 | 7.8 | 0.5% |
| CC1CN(c2nc3ccccn3c(=O)c2C=O)CC(C)O1 (stereo unspecified) | 3.1 | 1.1% |
| O=C(Cn1cnc2nc3n(c2c1=O)CCC3)NCc1ccccc1 | nt | 1.4% |
| CCN(CC)C(=S)SC1CCCCN(C(=O)c2ccc(F)cc2)C1=O (stereo unspecified) | 1.3 | 5.9% |
| COc1ccccc1N1CCN(CCCC(=O)c2ccc(F)cc2)CC1 | 17.6 | -8.9% |
| Cc1[nH]c2ccccc2c1CC(=O)O | nt | -5.8% |

The list is partial; count on the stated rates, not on these rows.
